# Compound activity as filed in PubChem BioAssay.
# TRPC6 act – mouse TRPC6 channel activators, primary screen, cell-based, HEK293, membrane potential dye. Short transient receptor potential channel 6 (Mus musculus), Q61143. HEK293-TRPC6 membrane potential dye fluorescence; stronger effect = higher value. B-score at 10 µM. 310,000 tested, 0.13% active. AID 2550, 2010;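 active = B-score of the integrated fluorescence ratio above library mean plus 3 SD, and starting fluorescence ratio within library mean plus 5 SD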;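 note: higher score means more depolarization so channel activation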
# Target sequence (Q61143 whole entry, looked up): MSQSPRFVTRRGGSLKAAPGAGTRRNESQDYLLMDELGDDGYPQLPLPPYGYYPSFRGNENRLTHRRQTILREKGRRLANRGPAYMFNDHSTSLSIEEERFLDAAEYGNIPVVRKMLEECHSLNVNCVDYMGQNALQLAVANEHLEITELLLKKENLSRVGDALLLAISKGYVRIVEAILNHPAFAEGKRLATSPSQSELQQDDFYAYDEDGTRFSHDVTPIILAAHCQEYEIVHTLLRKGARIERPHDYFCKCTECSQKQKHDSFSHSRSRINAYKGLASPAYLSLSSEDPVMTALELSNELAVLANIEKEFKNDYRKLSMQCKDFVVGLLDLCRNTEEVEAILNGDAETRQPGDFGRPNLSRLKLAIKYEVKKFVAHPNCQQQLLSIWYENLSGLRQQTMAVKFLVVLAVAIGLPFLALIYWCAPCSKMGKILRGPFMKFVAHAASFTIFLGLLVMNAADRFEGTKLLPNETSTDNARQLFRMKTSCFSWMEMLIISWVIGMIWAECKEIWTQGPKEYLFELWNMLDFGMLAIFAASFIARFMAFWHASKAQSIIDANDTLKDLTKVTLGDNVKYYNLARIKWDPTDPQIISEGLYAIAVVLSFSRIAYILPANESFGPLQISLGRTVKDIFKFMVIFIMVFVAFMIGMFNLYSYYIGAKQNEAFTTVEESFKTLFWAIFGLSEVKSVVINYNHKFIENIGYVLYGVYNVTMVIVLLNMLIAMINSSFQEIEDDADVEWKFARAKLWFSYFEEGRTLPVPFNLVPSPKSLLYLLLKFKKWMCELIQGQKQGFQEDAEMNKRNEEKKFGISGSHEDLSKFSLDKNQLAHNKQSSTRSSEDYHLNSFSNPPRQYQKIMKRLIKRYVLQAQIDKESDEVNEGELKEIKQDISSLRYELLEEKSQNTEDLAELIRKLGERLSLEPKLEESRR
# ANO1 activ – TMEM16A chloride channel activators or potentiators, primary screen, cell-based, HTS | HEK293 TMEM16A/YFP-H148Q/I152L, iodide quench fluorescence; stronger effect = lower value | AID 623877, 2012 | B-score at 10 µM | 340,000 tested, 0.3% active;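 active = fluorescence-ratio B-score plate-corrected deviation score at least 3 library SD below zero, with starting fluorescence score within 5 deviations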;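 note: channel opened by trigger with iodide after compound preincubation; score built on the fluorescence ratio of max minus min over baseline; more negative score means more quench and so TMEM16A activation or potentiation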
# TRPC4 act – activators of mouse TRPC4 channel, primary screen, Fluo4 calcium, HEK293 TRPC4beta/mu-opioid cells. Fluo4 calcium fluorescence; stronger effect = higher value. AID 2237, 2010. Short transient receptor potential channel 4 (Mus musculus), Q9QUQ5. 310,000 tested, 0.49% active. B-score at 10 µM;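 active = B-score above 5 SD of library B-scores, and initial fluorescence ratio not above library mean plus 5 SD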;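 note: positive B-score marks a calcium rise read as TRPC4 activation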
#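 System – HEK293 cells stably co-expressing mouse TRPC4beta and mu-opioid receptor · Signal – Fluo4 calcium-sensitive dye fluorescence, kinetic, 1 Hz baseline · Benchmarks – buffer (low) and maximal DAMGO (high) · Read-out – B score of integrated fluorescence ratio per well · Incubation – dye loading 45 min room temperature, 110 s kinetic read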
# TMEM16A inh – TMEM16A chloride channel inhibitors, primary screen, cell-based, HTS; Anoctamin-1 (Mus musculus), Q8BHY3; HEK293 TMEM16A/YFP iodide influx fluorescence, ionomycin; normalized B-score (activity score, 25-100; higher = stronger inhibition) at 10 µM; 310,000 tested, 1.2% active; AID 588511, 2011;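 active = ratio plate-corrected score three or more library SD toward inhibition, starting fluorescence score within five deviations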;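 note: score derived from kinetic fluorescence span divided by baseline fluorescence per well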
# TRPC6 inh – mouse TRPC6 channel inhibitors, primary screen, cell-based, HEK293, membrane potential dye; ACh-evoked depolarization; stronger effect = lower value; B-score at 10 µM; 310,000 tested, 1.1% active; AID 2553, 2010;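 active = B-score under library mean minus 3 SD, initial fluorescence not abnormally high, positive integrated signal ratio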;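 note: B-score derived from integrated fluorescence ratio over the kinetic read; more negative B-score means stronger inhibition of depolarization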
# MrgX1 ag – agonists of human MrgX1 receptor, primary screen, HEK293 cells, Fluo-4 calcium flux; Fluo-4 calcium fluorescence, agonist mode; stronger effect = higher value; B-score at 10 µM; 310,000 tested, 0.44% active;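 active = calcium response B-score plate-corrected fluorescence ratio at least 3 library SD, with starting fluorescence B-score inside 5 SD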
#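 System – MrgX1-expressing HEK293 cells · Incubation – cells plated overnight, dye loaded 0.5 h 37 °C, 0.5 h room temperature · Technique – kinetic Fluo-4 NW fluorescence of intracellular calcium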
# SKKanGAS inh – S. pyogenes SKKanGAS growth inhibitors in kanamycin, primary screen, streptokinase expression inhibitor project, SKKanGAS strain, BacTiter-Glo luminescence | inhibition, % at 7.5 µM | 300,000 tested, 1.3% active | AID 1662, 2009 | 6 h;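 active = mean replicate score, as percent of positive control median, at least 50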;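 note: strain carries kanamycin resistance gene driven by streptokinase promoter and grows in 40 µg/ml kanamycin; loss of luminescence reflects streptokinase promoter inhibition or plain growth inhibition; 0% = median of DMSO wells and 100% = positive control at its reference dose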
# MrgX1 allo act – positive allosteric modulators of MrgX1, primary screen, HEK293 cells, Fluo-4 calcium flux. B-score at 10 µM. Mas-related G-protein coupled receptor member X1 (Homo sapiens), Q96LB2. 310,000 tested, 0.63% active. FDSS; stronger effect = higher value;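 active = plate-corrected calcium response at least 3 library SD above typical, normal starting fluorescence, not activating the receptor alone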;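 note: compound read alongside a low EC10 to EC30 dose of BAM8-22 agonist; peak minus trough fluorescence over baseline measured at the second addition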
# TRPC4 inh – inhibitors of mouse TRPC4 channel, primary screen, Fluo4 calcium, HEK293 TRPC4beta/mu-opioid cells. DAMGO-evoked Fluo4 calcium flux; stronger effect = lower value. B-score at 10 µM. 300,000 tested, 0.39% active. AID 2247, 2010;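 active = B-score over 3 SD under the library average, no early fluorescence shift, positive overall ratio signal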
#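 Test system – stable TRPC4beta/mu-opioid receptor HEK293 cells · Probe or stimulus – DAMGO, a submaximal dose followed by a maximal one · Dosing – one concentration per compound · Signal – Fluo4 calcium fluorescence by kinetic imaging, 5 s 1 Hz baseline · Evaluation – per-well B score of integrated baseline-normalized Fluo4 ratio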
# MrgX1 antagonist – antagonists of human MrgX1 receptor, primary screen, HEK293 cells, Fluo-4 calcium flux; Mas-related G-protein coupled receptor member X1 (Homo sapiens), Q96LB2; BAM8-22 antagonism; stronger effect = lower value; B-score at 10 µM; 310,000 tested, 1.3% active;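 active = calcium-response B-score plate-corrected more than 3 library SD below zero, starting fluorescence within 5 deviations, no agonist response on first addition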;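 note: peak minus trough fluorescence over baseline after final BAM8-22 challenge near maximal dose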
# TRPC4 PAM – positive allosteric modulators of TRPC4, primary screen, cell-based, mouse TRPC4beta, HEK293 mu-opioid, Fluo-4 calcium | AID 2227, 2009 | Short transient receptor potential channel 4 (Mus musculus), Q9QUQ5 | B-score at 10 µM | 310,000 tested, 0.42% active | DAMGO EC20, Fluo-4 Ca2+ flux; stronger effect = higher value;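 active = B-score of calcium response area above 5 SD of library B-scores, with initial fluorescence ratio within 5 SD of library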;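 note: B-score of integrated fluorescence ratio over time as area under calcium response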
# An asterisk follows results filed as active; i = inactive; . = not tested or not shown.
# The opening 2 compounds (preview)
SMILES,TRPC6 act,ANO1 activ,TRPC4 act,TMEM16A inh,TRPC6 inh,MrgX1 ag,SKKanGAS inh,MrgX1 allo act,TRPC4 inh,MrgX1 antagonist,TRPC4 PAM
Cc1ccc(OC(=O)c2ccc(C)c([N+](=O)[O-])c2)cn1,i,i,i,i,i,i,0,i,i,i,i
COC(=O)c1sccc1NC(=O)c1ccc(Br)s1,i,i,i,i,i,i,-4,i,i,i,i

# Main list (from the top)
SMILES,TRPC6 act,ANO1 activ,TRPC4 act,TMEM16A inh,TRPC6 inh,MrgX1 ag,SKKanGAS inh,MrgX1 allo act,TRPC4 inh,MrgX1 antagonist,TRPC4 PAM
Cc1ccc(OC(=O)c2ccc(C)c([N+](=O)[O-])c2)cn1,i,i,i,i,i,i,0,i,i,i,i
COC(=O)c1sccc1NC(=O)c1ccc(Br)s1,i,i,i,i,i,i,-4,i,i,i,i
CCCC(=O)NC(=S)NNC(=O)c1ccc([N+](=O)[O-])cc1,i,i,i,i,i,i,-8,i,i,i,i
CCN(C(=O)c1ccc2c(SCC(=O)O)c3c(nc2c1)CCC3)c1cc(Cl)ccc1OC,i,i,i,i,i,i,-3,i,i,i,i
COc1ccccc1C1CC(=O)NC(C)=C1C(=O)OC(C)C (stereo unspecified),i,i,i,i,i,i,14,i,i,i,i
CCc1cccc(CC)c1NC(=O)CNCc1cccs1,i,i,i,.,i,.,3,.,i,.,i
O=c1c2c(-c3ccccc3)ccnc2[nH]n1-c1ccccc1,i,i,i,i,i,i,10,i,i,i,i
Cc1nc2ccc(NC(=S)N3CCCC3)cc2nc1C,i,i,i,i,i,i,3,i,i,i,i
O=S(=O)(c1ccccc1F)N1CCC(c2nc3ccccc3[nH]2)CC1,i,i,i,i,i,i,5,i,i,i,i
COc1ccc(/C=C(\NC(=O)c2ccccc2)C(=O)N2CCCCC2)cc1OC,i,i,i,i,i,i,-5,i,i,i,i
C/C(=N\OCC(=O)Nn1c(C)nc2ccccc2c1=O)c1ccccc1,i,i,i,i,i,i,-4,i,i,i,i
CC(Oc1ccccc1)C(=O)Nc1cccc(NC(=O)c2ccco2)c1 (stereo unspecified),i,i,i,i,i,i,-2,i,i,i,i
Cc1ccc(NC(=O)NC2CC(=O)N(c3ccc4c(c3)OCCO4)C2)cc1F (stereo unspecified),i,i,i,i,i,i,-5,i,i,i,i
c1ccc(C(c2nnnn2C2CCCC2)N2CCN(c3nc4ccccc4s3)CC2)cc1 (stereo unspecified),i,i,i,i,i,i,16,i,i,i,i
O=C(NN=C1CCCC1)c1cccs1,i,i,i,i,i,i,2,i,i,i,i
Cc1ccc(C)c(-n2c(SCC(=O)NC(C(=O)O)C(C)C)nnc2-c2cccc(Cl)c2)c1 (stereo unspecified),i,i,i,i,i,i,16,i,i,i,i
O=C(CSc1ccc(F)cc1)NCCSc1ccccc1,i,i,i,i,i,i,4,i,i,i,i
CCOC(=O)N1CCN(S(=O)(=O)c2ccc3[nH]c(=O)oc3c2)CC1,i,i,i,i,i,i,-8,i,i,i,i
CCCCOc1ccc(NC(=O)CSCC(=O)OCC)cc1,i,i,i,i,i,i,8,i,i,i,i
O=C(Nc1ccccc1N1CCCC1)C1CCN(S(=O)(=O)c2ccc(F)cc2)CC1,i,i,i,i,i,i,2,i,i,i,i
Cc1ccc(NC(=O)CN2CCN(Cc3ccccc3)CC2)cc1,i,i,i,i,i,i,-2,i,i,i,i
CN(C)c1ccc(/C=C/c2ccc3ccccc3n2)cc1,i,i,i,i,i,i,75*,i,i,-6.9*,i
NS(=O)(=O)c1ccc(CCNC(=O)c2ccc(C#CC3(O)CCCCC3)cc2)cc1,i,i,i,i,i,i,-2,i,i,i,i
Cc1ccccc1-c1nnc(SCC(=O)Nc2ccc(Cl)cc2)n1N,i,i,i,i,i,i,0,i,i,i,i
O=C(c1ccc(COc2ccc(Br)cc2)o1)N1N=C(C(F)F)CC1(O)C(F)F (stereo unspecified),i,i,i,i,i,i,-10,i,i,i,i
COC(=O)c1c(C)[nH]c(C(=O)CSc2ncnc3sc(-c4ccccc4)cc23)c1C,i,i,i,i,i,i,10,i,i,i,i
CC(C)c1ccc(NC2CCCN(C(=O)CC3CCCC3)C2)cc1 (stereo unspecified),i,i,i,i,i,i,12,i,i,i,i
COc1ccc(C(=O)/C=C(/C)N(C)C)cc1,i,i,i,i,i,i,-5,i,i,i,i
CN1CCN(c2ccc(Nc3ccnc4cc(Cl)ccc34)cc2)CC1,i,i,i,i,-6.4*,i,1,i,i,i,i
Cc1cc(C)c2c(c1)SC1=NC(c3ccccc3)(C(F)(F)F)NC(=O)N12 (stereo unspecified),i,i,i,i,i,i,6,i,i,i,i
Nc1nnc(SCn2nnc3ccccc3c2=O)s1,i,i,i,i,i,i,1,i,i,i,i
Cc1cc(C)nc(Oc2ccc([N+](=O)[O-])cc2)n1,i,i,i,i,i,i,6,i,i,i,i
O=C(CC1c2ccccc2Oc2ccccc21)Nc1ccccc1C(F)(F)F,i,i,i,i,i,i,-5,i,i,i,i
Cc1cc(C)cc(C(=O)Nc2ccc(N3CCN(C(=O)c4ccco4)CC3)cc2)c1,i,i,i,i,i,i,-3,i,i,i,i
CCCOc1ccc(C2NC(=O)CCC2[N+](=O)[O-])cc1 (stereo unspecified),i,i,i,i,i,i,1,i,i,i,i
Cc1cc(C)c(NC(=O)CS(=O)CC(=O)Nc2cccnc2)c(C)c1 (stereo unspecified),i,i,i,i,i,i,11,i,i,i,i
Cc1cc2nc(-c3ccc(SCC(=O)Nc4ccc5c(c4)OCCO5)nc3)[nH]c2cc1C,i,i,i,i,i,i,21,i,i,i,i
Cc1ccccc1-n1c(SCC(=O)N2CCCC2)nnc1-c1ccccn1,i,i,i,i,i,i,-3,i,i,i,i
Cn1c(-c2ccccc2)cnc1SCC(=O)N1CCCCC1,i,i,i,i,i,i,-9,i,i,i,i
O=C(Nc1cc(Cl)ccc1Cl)Nn1cnnc1,i,i,i,i,i,i,3,i,i,i,i
c1ccc(-c2cn(C[C@H]3CC[C@@H]([C@@H]4CC[C@H](Cn5cc(-c6ccccc6)nn5)O4)O3)nn2)cc1,i,i,i,i,i,i,-1,i,i,i,i
CC1(C)C(C=C(Cl)Cl)C1C(=O)N(Cc1cccc(Cl)c1)C1CCS(=O)(=O)C1 (stereo unspecified),i,i,i,i,i,i,2,i,i,i,i
COc1cc(CCCN2C(=O)C(=O)NC[C@@H]2CC2CCCCC2)cc(OC)c1OC,i,i,i,i,i,i,1,i,i,i,i
O=C(O)CCC(=O)N(Cc1cccs1)Cc1cccs1,i,i,i,i,i,i,-1,i,i,i,i
O=S(=O)(c1ccc2nc(N3CCN(c4ccccc4)CC3)ccc2c1)N1CCCCC1,i,i,i,i,i,i,4,i,i,i,i
CC(=O)Nc1ccc(Oc2cnc3ccccc3n2)cc1,i,i,i,i,i,i,3,i,i,i,i
CCN1CCc2c(OCC(=O)Nc3ccc4c(c3)OCCO4)cccc2C1=O,i,.,i,i,i,i,-3,i,i,i,i
CC(OC(=O)Cc1ccccc1[N+](=O)[O-])C(=O)Nc1ccc(Cl)cn1 (stereo unspecified),i,i,i,i,i,i,-13,i,i,i,i
O=C(/C=C/c1ccc2c(c1)OCO2)NCCCN1CCOCC1,i,i,i,i,i,i,-3,i,i,i,i
CCCCNC(=O)O[C@H]1C[C@@H]2CCN3C(=O)CCC[C@H]([C@H]1Cc1ccccc1)[C@H]23,i,i,i,i,i,i,0,i,i,i,i
CC(C)(C)OC(=O)N1CCC(CNC(=O)c2cccs2)CC1,i,i,i,i,i,i,5,i,i,i,i
O=C(NC(c1ccccc1)C(Cl)(Cl)Cl)c1ccccc1 (stereo unspecified),i,i,i,i,i,i,-2,i,i,i,i
CC(=O)NC(C)CCc1ccccc1 (stereo unspecified),i,i,i,i,i,i,2,i,i,i,i
Cc1cc(=O)[nH]c(-n2ncc(C#N)c2N)n1,i,i,i,i,i,i,14,i,i,i,i
O=c1oc(-c2ccccc2NS(=O)(=O)c2ccc3ccccc3c2)nc2ccccc12,i,i,i,i,i,i,14,i,i,i,i
CCOc1cc(/C=N/NC(=O)c2cccs2)cc([N+](=O)[O-])c1O,i,i,i,.,i,.,15,.,i,.,i
CCCCN(CCCNC(=O)Cn1nc(CC)n2c(cc3sc(C)cc32)c1=O)Cc1ccccc1,i,i,i,i,i,i,-3,i,i,i,i
O/N=C(/c1ccccc1)c1cc2cc(Br)cc(Br)c2o1,i,i,i,i,i,i,7,i,i,i,i
O=C(O)c1ccc(N/N=C/c2c[nH]c3ccccc23)cc1,i,i,i,i,-5.2*,i,1,i,i,i,i
CCOc1ccc(CNC(=O)CCCOc2cc(=O)n(C)c3ccccc23)cc1,i,i,i,i,i,i,-19,i,i,i,i

# Further results follow.
SMILES,TRPC6 act,ANO1 activ,TRPC4 act,TMEM16A inh,TRPC6 inh,MrgX1 ag,SKKanGAS inh,MrgX1 allo act,TRPC4 inh,MrgX1 antagonist,TRPC4 PAM
Cc1cccc(NC(c2ccc(C)s2)c2ccc3ccc(C)nc3c2O)n1 (stereo unspecified),i,i,i,i,i,i,77*,i,i,i,i
COc1cccc2cc(C(=O)N3CCN(c4ccc(C)cc4C)CC3)c(=O)oc12,i,i,i,i,i,i,3,i,i,i,i
Cc1cccc(NS(=O)(=O)c2ccc3c(c2)Cc2cc(S(=O)(=O)Nc4cccc(C)c4C)ccc2-3)c1C,.,i,.,i,.,i,.,i,.,i,.
COc1ccc(N2C(=O)CC(Sc3nc4ccccc4s3)C2=O)cc1OC (stereo unspecified),i,i,i,i,i,i,-7,i,i,i,i
